# WRN helicase inh – blocks human WRN helicase; Potency, µM (doses to about 114 µM), inactives show at the top dose activity change, negative = inhibition, most hits filed as inhibitors; 0.46% of 360,000 active; AID 651768; WRN helicase unwinding, fluorescent forked duplex, kinetic; also: potency is read from the fitted curve at half-maximal effect; % is scaled to controls: 0 for no effect and ±100 for the full control effect; nearly all actives have a fitted effect of over 55% in size
#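 Kinetic red-fluorescence monitoring (525/598 nm) tracks WRN helicase activity after 100 nM fluorophore-quencher forked duplex and 2 mM ATP are added to 20 nM enzyme pretreated 15 min at room temperature with compound.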
# PI5P4K alpha inh – inhibitors of human PI5P4K alpha. 1.2% of 330,000 active. PI5P4Kalpha enzyme, ADP-Glo luminescence, 60 min; active compounds read low. max response, %. P48426; active = max response of -50% or lower; inconclusive = between -30% and -50%; inactive = -30% or higher; also: value at the top dose of about 77 µM; % is scaled to controls: 0 for no effect and ±100 for the full control effect
#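 Human PI5P4Kalpha with substrate in 0.038 M HEPES pH 7.4, 0.28 mM EGTA, 0.1% CHAPS, 5% DMSO; reaction started with 5 microM ATP (final), 60 min at room temperature. ADP formed read by ADP-Glo luminescence.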
# EPAC1 antag – antagonists of human EPAC1; Potency, µM (top dose mostly 115 µM), for inactives: at the top dose activity change, negative = inhibition, hits mostly inhibitors; EPAC1 GEF assay, Rap1b-BODIPY-GDP exchange fluorescence; 0.14% of 360,000 active; O95398;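 also: potency is read from the fitted curve at half-maximal effect; plate controls were vehicle for no effect and positive control for full effect; nearly all actives have a fitted effect of over 50% in size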
# Target sequence (O95398 whole entry, looked up): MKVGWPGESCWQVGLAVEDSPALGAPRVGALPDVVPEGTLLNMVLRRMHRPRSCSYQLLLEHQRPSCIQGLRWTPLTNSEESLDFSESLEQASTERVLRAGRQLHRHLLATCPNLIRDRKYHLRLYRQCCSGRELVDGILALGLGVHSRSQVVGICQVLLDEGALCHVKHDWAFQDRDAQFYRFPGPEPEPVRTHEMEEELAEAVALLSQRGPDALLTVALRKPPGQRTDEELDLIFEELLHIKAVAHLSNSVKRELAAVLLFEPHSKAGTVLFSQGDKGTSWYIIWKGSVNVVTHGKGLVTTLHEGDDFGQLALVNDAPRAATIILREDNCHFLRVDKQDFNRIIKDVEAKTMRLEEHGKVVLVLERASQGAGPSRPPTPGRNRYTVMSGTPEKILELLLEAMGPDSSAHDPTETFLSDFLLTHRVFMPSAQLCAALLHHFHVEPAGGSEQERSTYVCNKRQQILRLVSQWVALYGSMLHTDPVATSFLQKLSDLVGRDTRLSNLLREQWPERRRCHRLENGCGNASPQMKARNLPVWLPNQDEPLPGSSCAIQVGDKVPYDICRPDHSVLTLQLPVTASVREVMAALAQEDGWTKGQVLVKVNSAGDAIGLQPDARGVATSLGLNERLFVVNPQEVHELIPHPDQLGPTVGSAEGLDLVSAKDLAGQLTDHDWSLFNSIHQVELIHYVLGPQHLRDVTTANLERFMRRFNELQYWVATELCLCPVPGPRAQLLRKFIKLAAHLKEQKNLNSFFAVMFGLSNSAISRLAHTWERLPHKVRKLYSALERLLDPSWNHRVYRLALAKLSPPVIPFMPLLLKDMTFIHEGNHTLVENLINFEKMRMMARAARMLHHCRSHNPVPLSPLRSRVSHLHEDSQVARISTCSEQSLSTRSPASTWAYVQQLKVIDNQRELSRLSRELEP
# EPAC1 agonist – EPAC1 (human) agonism | 0.073% of 360,000 active | Potency, µM (titrated, usually from 154 µM), inactives show at the highest dose activation, actives largely listed as activators | AID 720707 | O95398 | EPAC1 agonist qHTS, biochemical assay; response scale: 100% = response to 6.5 mM cAMP; also: potency is read from the fitted curve at half-maximal effect; nearly all actives have a fitted effect of over 60% in size
#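 Multi-concentration qHTS readout: loss of Rap1B-bound BODIPY-GDP fluorescence driven by 100 nM EPAC1 with excess GDP (50 uM), monitored kinetically at room temperature; agonist response expressed relative to 6.5 mM cAMP.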
# IL2 activator – activators of IL-2. 0.065% of 360,000 active. AID 652025. IL-2 activation reporter assay, cell-based qHTS; stimulated with anti-CD3/CD4/CD28 beads; in transgenic mouse T cells. activation, % (series mostly up to about 46 µM); in the data active = activation above about 50%; inconclusive = mostly about 30% to 49%; also: 0% is about no effect
#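 Unstimulated transgenic mouse T cells preincubated 60 min with compound, then stimulated with anti-CD3/anti-CD4-coated beads plus anti-CD28 for 18 h at 37 degrees C. IL-2 response read as EGFP and DsRed fluorescence by plate cytometry.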
# PLK1 PBD inh – blocks phosphopeptide binding to human PLK1 polo-box domain; P53350; Plk1 PBD binding of FITC phosphopeptide, fluorescence polarization; Potency, µM, inactives show max response, negative = inhibition, usual class: inhibitors; 2.8% of 360,000 active; AID 720504; also: potency is read from the fitted curve at half-maximal effect; series mostly up to about 57 µM; % is scaled to controls: 0 for no effect and ±100 for the full control effect; nearly all actives have a fitted effect of over 65% in size
# FUS suppressor – FUS proteinopathy suppression in yeast; S. cerevisiae FUS-expressing, growth rescue, OD600, 24 h; AID 1347120; 0.24% of 390,000 active; Potency, µM (series often up to 76.6 µM), for inactives: top-dose growth rescue (activation), most hits filed as activators;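 also: potency is read from the fitted curve at half-maximal effect; plate controls were DMSO vehicle for no effect and reference control for full effect; nearly all actives have a fitted effect of over 55% in size; some results filed as inactive show a strong effect at the top dose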
#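 Steps: raffinose overnight preculture; dilution to OD 0.005 in 2% galactose minimal medium; compound addition (concentration series); 24hr at 30C, 99% humidity; absorbance read at 600 nm.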
# Abeta rescue – restores growth of yeast expressing A-beta42 peptide. yeast expressing A-beta42, growth rescue, OD600, 48 h; response scale: 0% DMSO, 100% iron-clioquinol control. Potency, µM (highest dose often 46.1 µM), without a hit: at the highest dose growth rescue, most hits filed as activators. 0.063% of 410,000 active. AID 1347071; also: potency is read from the fitted curve at half-maximal effect; nearly all actives have a fitted effect of over 55% in size
#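 Yeast A-beta toxicity model in growth medium with pinned compounds, 48 h at 30 C; growth read as absorbance at 600 nm. Normalized to FeCl3/clioquinol equimolar mix (positive) and DMSO (negative).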
# The depositor's hits bear a star; ? = inconclusive; / = no result given; [ ] = another dose, or the depositor's remark. Unless noted, calls follow the shape of the dose curve; as a rule, active = well fitted curve in the direction sought with a large enough effect; inconclusive = small, poorly fitted or top-dose-only effect, or another doubt; inactive = no such curve, though single readings can be large; an effect the other way counts as inactive or inconclusive. Outcome played no part in choosing rows; 4.1% or so of the library scored in one or more.
SMILES,WRN helicase inh,PI5P4K alpha inh,EPAC1 antag,EPAC1 agonist,IL2 activator,PLK1 PBD inh,FUS suppressor,Abeta rescue
CCCCN(CCCC)CCNC(=O)c1cn(CC)c2ccc(S(=O)(=O)N3CCCC3)cc2c1=O,-4.7%,1.1,2.5%,-11.5%,-0.9,3.3%,-14.4%,-1.8%
COc1ccc(CCN(C)C(=O)CSc2nc3ccccc3c(=O)n2CC2CCCO2)cc1OC (stereo not given),-1.1%,4.0,2.6%,4.3%,-0.8,-8.6%,12.8%,7.0%
COc1ccc(CNC(=O)c2cccc(NC(=O)c3ccccc3)c2)cc1,3.4%,-2.1,17.6%,-2.0%,-1.2,1.6%,9.1%,-14.5%
c1ccc(OCCCn2nnc(-c3cccnc3)n2)cc1,-3.4%,/,8.7%,9.4%,-1.0,-11.0%,26.9%,0.6%
CC(=O)Nc1ccc(SCCN2CC[C@@H](C)CCC2=O)cc1,8.3%,1.7,-17.3%,-1.6%,-0.1,26.7µM*,-27.0%,-10.1%
Cc1cc(C)c(NC(=O)CSCc2nc3sc(C)c(C)c3c(=O)[nH]2)c(Cl)c1,-14.9%,-5.2,-17.4%,1.4%,0.8,7.8%,1.4%,-1.4%
Nc1c(-c2ccccc2Cl)cnn1-c1cccc([N+](=O)[O-])c1,-0.9%,0.3,9.8%,-4.9%,0.1,3.0%,-17.7%,2.8%
O=C(NCc1n[nH]c(=S)n1-c1ccccc1)c1ccc(S(=O)(=O)N2CCOCC2)cc1,-1.5%,/,1.6%,0.9%,-1.9,-2.2%,10.2%,-2.5%
Cc1cc(S(=O)(=O)N2CCCC2)ccc1OCC(=O)NCc1ccccc1,3.8%,6.4,24.1%,-4.8%,-4.6,-5.4%,11.0%,-10.1%
CCOC(=O)Cc1c(C)nc2c(-c3ccccc3)c(C)nn2c1C,1.3%,-1.0,-6.2%,2.6%,-1.3,-4.1%,18.9%,3.1%
Cc1ccccc1NC(=O)COC(=O)c1ccc2c(c1)C(=O)N(CCCN1CCOCC1)C2=O,-0.4%,0.5,4.4%,14.4%,1.6,-2.4%,-17.3%,-20.6%
Cn1cc(/C=C/c2cc[n+](C)cc2)c2cc(Cl)ccc21,-3.4%[57.1 µM],-14.1,-10.4%,-30.1%[inhibitor],103.7*,40.5%[activator],4.0%,-45.1%[inhibitor]
Cc1ccc(-c2nnc(Nc3ccc(O)cc3)c3ccccc23)cc1S(=O)(=O)NCCO,0.9%,-13.6,1.5%,-15.1%,1.4,-3.3%,-15.6%,-12.1%
C=CCOC(=O)C1=C(C)NC(=O)NC1C1CC=CCC1 (stereo not given),6.0%,-9.7,7.0%,-2.2%,0.0,-2.1%,11.2%,24.6%
CC(C)CNC(=O)C(=O)NCC1CCCN1S(=O)(=O)c1cccs1 (stereo not given),-1.6%,0.6,4.0%,0.5%,1.0,-1.2%,10.6%,-0.3%
COCCN(C(=S)Nc1ccc(OC)cc1)C1CCN(C(C)=O)CC1,-9.2%,10.6,-2.4%,-5.5%,-0.4,-12.8%,/,0.0%
NNC(=O)c1cc(-c2ccccc2)sc1N,-10.4%,-12.3,-7.6%,-9.2%,1.2,-9.6%,24.9%,-9.1%
COc1ccc(NC(=O)CN2CCN(S(=O)(=O)c3ccc(C(C)C)cc3)CC2)cc1OC,-11.8%,0.5,-18.7%,4.0%,-1.5,-12.8%,11.9%,?
CCN(Cc1ccccc1)C(=O)C1CCN(Cc2ccc(OC)c(OC)c2OC)CC1,12.5%,/,3.5%,-1.4%,-2.6,0.3%,15.4%,8.2%
CC(=O)C(=Cc1cccc(C#N)c1)C(=O)c1ccccc1,-13.1%[57.1 µM],-2.2,-26.5%,7.4%,-0.8,?,7.7%,-44.5%[inhibitor]

# Some of these compounds in order of count of non-hydrogen atoms, rising:
SMILES,WRN helicase inh,PI5P4K alpha inh,EPAC1 antag,EPAC1 agonist,IL2 activator,PLK1 PBD inh,FUS suppressor,Abeta rescue
C=CCOC(=O)C1=C(C)NC(=O)NC1C1CC=CCC1 (stereo not given),6.0%,-9.7,7.0%,-2.2%,0.0,-2.1%,11.2%,24.6%
Nc1c(-c2ccccc2Cl)cnn1-c1cccc([N+](=O)[O-])c1,-0.9%,0.3,9.8%,-4.9%,0.1,3.0%,-17.7%,2.8%
CCOC(=O)Cc1c(C)nc2c(-c3ccccc3)c(C)nn2c1C,1.3%,-1.0,-6.2%,2.6%,-1.3,-4.1%,18.9%,3.1%
COc1ccc(NC(=O)CN2CCN(S(=O)(=O)c3ccc(C(C)C)cc3)CC2)cc1OC,-11.8%,0.5,-18.7%,4.0%,-1.5,-12.8%,11.9%,?

# Continued.
SMILES,WRN helicase inh,PI5P4K alpha inh,EPAC1 antag,EPAC1 agonist,IL2 activator,PLK1 PBD inh,FUS suppressor,Abeta rescue
O=C(CCC(=O)N1CCCC(Nc2ccccc2)C1)c1ccc(F)cc1 (stereo not given),0.3%,3.9,-16.8%,1.2%,-2.6,-11.9%,-11.6%,-29.7%
CCC(C(=O)OCC(=O)N1CCN(S(=O)(=O)c2ccc(C)cc2C)CC1)c1ccccc1 (stereo not given),-3.3%,1.3,6.2%,3.8%,-5.2,2.8%,/,2.3%
COc1ccc(-n2c(SCC(=O)Nc3nccs3)nnc2-c2ccoc2C)cc1,-4.9%,0.2,4.3%,1.2%,1.9,?,20.2%,-4.3%
Nn1c(C2CCC2)nc2cc(Cl)ccc2c1=O,-2.4%,5.4,2.9%,9.5%,1.9,-10.9%,-17.1%,-7.0%
CC1CCCN(C(=O)c2cccc(S(=O)(=O)NCc3ccccc3)c2)C1 (stereo not given),-2.6%,3.9,-0.6%,9.5%,0.8,-0.8%,19.8%,-12.0%
CCc1ccc(NC(=O)CCC(=O)N2CCSc3ccccc32)cc1,1.0%,0.7,-11.3%,-1.3%,-2.9,-0.9%,9.1%,-11.4%
COc1ccccc1-c1cnc(C(O)c2cc(C)ccc2C)[nH]1 (stereo not given),2.2%,-10.6,-14.6%,-16.8%,-0.4,1.8%,-8.0%,-7.8%
CN1C(=O)CC(P(=O)(c2ccccc2)c2ccccc2)N(C)C1=O (stereo not given),-22.7%,-6.9,3.3%,4.4%,-6.3,-9.8%,/,2.2%
O=c1[nH]c(SCC2CCCCO2)nc2ccccc12 (stereo not given),-0.5%,/,11.8%,1.2%,-2.9,-5.8%,21.1%,2.4%
Cc1ccc(C(C)C)c(OCc2ccc(C(=O)N/N=C/c3cccc(O)c3O)cc2)c1,-6.2%,-18.3,?,-29.8%,-4.8,9.1%,30.7%,?
Cn1nc(C2CC2)cc1NC(=O)C1(C)CCN1C(=O)c1ccccc1CCc1ccccc1 (stereo not given),-2.7%,5.6,-17.8%,-3.3%,-0.5,-1.2%,44.7%,4.8%
CCS(=O)(=O)c1nc(S(=O)(=O)c2ccc(C)cc2)c(N2CCCC(C)C2)s1 (stereo not given),3.2%,1.1,3.7%,10.8%,2.5,-6.1%,21.3%,-5.3%
Cc1ccc(NC(=O)c2ccc3c(c2)OCCO3)cc1,-7.4%,6.8,-3.9%,-6.1%,1.9,-11.9%,40.4%,-23.4%
Cc1ccc2[nH]c3c(N4CCN(Cc5ccccc5)CC4)ncnc3c2c1,-25.0%,0.2,5.5%,16.8%,-3.7,-6.0%,15.5%,11.7%
Nn1c(SCC(=O)N2CCCC2=O)nnc1-c1cccs1,-0.9%,-2.5,8.9%,13.1%,-0.1,-0.8%,-7.3%,11.1%
O=C(Nc1cccnc1N1CCOCC1)c1ccco1,-0.9%,-1.8,0.6%,5.2%,0.0,-2.1%,22.4%,-6.8%
O=C(COc1ccccc1Cl)NCCNC(=O)c1ccco1,-3.3%,6.8,-10.1%,1.4%,0.4,1.4%,1.5%,8.3%
COc1ccc(S(=O)(=O)N2CCCCC2C)cc1 (stereo not given),-2.2%,1.3,1.9%,4.7%,0.9,-0.4%,-7.5%,20.3%
Cc1ccc(S(=O)(=O)NC(=O)Nc2ccccc2F)cc1,-5.9%,/,2.7%,2.6%,-2.1,-1.7%,-0.2%,-7.8%
CCC(CC)C(=O)Nc1c2c(nn1-c1ccc(OC)cc1)CS(=O)C2 (stereo not given),10.9%,-3.6,11.4%,-12.1%,1.0,-17.7%,-1.8%,9.8%
c1ccc(-c2nc3nonc3c3nc4ccccc4n23)cc1,-23.0%,/,11.5%,-3.7%,-1.2,-3.3%,11.3%,-17.5%
O=C(CSc1ccccc1Cl)NC1CCCc2ccccc21 (stereo not given),-9.4%,?,-18.7%,-3.2%,0.0,-15.1%,3.3%,11.3%
Cc1cc(C(=O)OCC(=O)N(C)c2ccccc2)c2ccccc2n1,5.7%,3.7,14.3%,-6.5%,1.0,-1.0%,22.9%,7.5%
O=C(NC(=S)Nc1ccc(N2CCOCC2)cc1)c1cccc([N+](=O)[O-])c1,4.7%,-3.3,1.7%,-2.6%,0.0,0.9%,/,-5.0%
Cc1ccc(OCC(=O)NCCCNC(=O)c2ccncc2)cc1C,-3.8%[57.1 µM],0.7,-5.2%,13.8%,-0.3,-6.6%,-9.4%,8.3%
Cc1ccc(S(=O)(=O)NC(CC(=O)O)c2ccccc2)c(C)c1 (stereo not given),3.7%,/,-4.2%,11.9%,0.5,-1.3%,2.3%,3.1%
CN1/C(=C/C=C(/C#N)C(N)=O)C(C)(C)c2ccccc21,-5.6%,-10.5,8.1%,1.7%,-2.8,10.6%,8.7%,-16.7%
CCC(C)(C)n1nnnc1C(c1ccc2ncccc2c1)N1CCCC(C)C1 (stereo not given),5.6%,0.3,5.9%,-1.8%,0.6,-1.2%,13.0%,6.4%
Cc1nc2ccccc2n1/N=C/c1ccc([N+](=O)[O-])s1,-1.6%,-5.8,-3.1%,3.7%,7.7,-6.1%,3.8%,-49.3%[inhibitor]
CCn1nnc(NC(=O)c2cccnc2Cl)n1,4.2%,4.5,13.9%,3.5%,1.7,-15.0%,-0.8%,-0.8%
CC[C@@H](C)[C@H](NC(=O)Cc1c(C)c2c(cc(C)c3c(C)coc32)oc1=O)C(=O)O,7.1%,4.0,-9.9%,-0.7%,-0.4,-22.5%,30.8%,-14.2%
Cc1cc(C)c(NC(=O)CN)c(C)c1,-29.5%[57.1 µM],2.9,1.8%,13.3%,-1.1,-10.5%,10.7%,-13.8%
O=S(=O)(NCC1CCCO1)c1ccc2ccccc2c1 (stereo not given),-2.8%,/,-17.9%,5.9%,2.0,0.0%,-10.1%,37.1%
CC1(C(=O)NS(=O)(=O)c2cccc(F)c2)CCN1C(=O)C1CCCCC1 (stereo not given),11.7%,2.9,-6.1%,17.9%,-0.6,-12.8%,-20.4%,-13.2%
